ER stress surv: ER stress cell death inhibition | AID 1010 | CSM14.1 thapsigargin ER stress survival, ATP luminescence | relative survival (cellular ATP), % at 15 µg/mL (by protocol) | 0.33% of 48,000 active;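 active = survival measured by cellular ATP above 50% at 15 µg/ml in the first screen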;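 also: cell death triggered by about 15 µM thapsigargin; ATP read 24 h after thapsigargin was added; plate controls were thapsigargin with DMSO for no effect and DMSO without thapsigargin for full effect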
Starred values were filed as active, the others as inactive; & = joins results of further samples. Only part of the results is shown; count on the stated rates, not on these rows.

#	mol	ER stress surv
1	O=C1c2cc3ccccc3c(-c3ccccc3)c2C(=O)N1CCO	3.7
2	O=C(O)/C=C\C(=O)Nc1ccc2c(c1)Cc1ccccc1-2	-7.1
3	COC(=O)c1ccc(/C=N/N=C2\C(=O)Nc3ccccc32)cc1	-1.9
4	Cc1cc(C)cc(NC2=NC3(CCCCC3)N=C(N)N2)c1	-5.6
5	Cc1sc(NC(=O)c2ccco2)c(C#N)c1C	3.8
6	NNC(=O)C1c2ccccc2Oc2ccccc21	-11.3
7	COc1ccc(/C(O)=C/C(=O)C(F)(F)F)cc1	-2.2
8	COc1cc(/C=C(\NC(=O)c2cc(OC)c(OC)c(OC)c2)C(=O)NC(C(=O)O)c2ccccc2)cc(OC)c1OC (stereo unspecified)	10.0
9	O=[N+]([O-])c1ccc(C=Nc2ccc(Br)cn2)o1	-13.5
10	O=C(CC1CCCCC1)NC1CCCCC1	6.9
11	O=C(COc1ccc([N+](=O)[O-])cc1)Nc1cc(Cl)cc(Cl)c1	14.6
12	CC(C)(C)c1cc2c(c(C(C)(C)C)c1)OC(c1ccco1)N2 (stereo unspecified)	-5.5
13	COc1ccc(OC)c(NC(=S)Nc2ccc(F)cc2)c1	-2.8
14	Oc1ccc(Br)cc1CN1CCN(CC2CC3C=CC2C3)CC1 (stereo unspecified)	-5.4
15	CC(=O)Oc1cccc(N2C(=O)c3ccc(-c4nc5ccccc5c(=O)o4)cc3C2=O)c1	-6.0
16	CS/C(N)=N\N=C\c1cc([N+](=O)[O-])ccc1O	7.3
17	Cc1ccc(-c2cc(C(F)(F)F)n3nc(C(=O)NCc4cccs4)cc3n2)cc1	4.1
18	Cc1ccc(N2C(=O)CC(Cc3ccc(Cl)cc3)C2=O)cc1C (stereo unspecified)	4.2
19	c1ccc2c(c1)N1CCN=C1N2CCN1CCOCC1	1.6
20	CC(C)(C)NCC(=O)Nc1ccc(S(N)(=O)=O)cc1	3.2
21	Cc1cccc(-n2c(O)c(C3=c4ccccc4=NC3=O)sc2=O)c1	3.8
22	O=C1C(=O)N(Cc2ccc(Cl)c(Cl)c2)c2ccccc21	-2.6
23	CCc1cccc(C)c1NC(=O)C(CC(C)C)N1C(=O)c2ccccc2C1=O (stereo unspecified)	11.3
24	CC1C(=O)CC(c2ccc(Cl)cc2)NC1c1ccc(Cl)cc1 (stereo unspecified)	-4.1
25	COc1cc(C2CC(=O)NC(SCC(N)=O)=C2C#N)cc(Br)c1O (stereo unspecified)	7.8
26	C(/C=C/c1ccccc1)=NN1CCN(Cc2ccccc2)CC1	1.1
27	Cc1occc1-c1nc(-c2cccnc2)no1	6.8
28	O=C(CN1C(=O)/C(=C/c2ccccc2Cl)SC1=S)Nc1nccs1	2.2
29	COc1ccc(OCC(=O)NS(=O)(=O)c2ccccc2)cc1	8.9
30	O=C1C2C3C=CC(C3)C2C(=O)N1c1ccc(Cl)cc1[N+](=O)[O-] (stereo unspecified)	-0.7
31	OCCc1ccc(-c2ccc(Cl)cc2)o1	-1.9
32	CC(=O)C1=C(O)C(=O)N(CCN(C)C)C1c1ccc(O)cc1 (stereo unspecified)	3.5
33	C/C(=N\NC(=O)c1ccc2c(c1)OCO2)c1ccc(NC(=O)CCCC(=O)O)cc1	3.9
34	COc1ccccc1C/C(N)=N/OC(=O)/C=C/c1ccccc1	-3.6
35	CCOC(=O)/C(=N/O)C1=NC(C)(C)Cc2cc(C)c(C)cc21	7.9
36	O=C(NC(=S)Nc1sc2c(c1C(=O)O)CCC2)c1ccccc1	-2.0
37	Nc1nc(-c2ccc(C3CCCCC3)cc2)cs1	-2.6
38	O=C(Nc1ccc(Cl)c(F)c1)c1cnn2c1NC(c1ccc(Br)cc1)CC2C(F)(F)F (stereo unspecified)	0.5
39	COc1cccc(-c2csc(/C(C#N)=C/c3ccc(C)o3)n2)c1	3.4
40	COc1ccc(S(=O)(=O)Nc2ccc(C(=O)Nc3ccccc3)cc2)cc1Br	6.8
41	Cc1ccc(NC(=O)C(Cl)Cl)c(Br)c1	-0.3
42	CC1CCN(CCOCCOc2ccc(Br)cc2)CC1	-3.3
43	CC(C)(C)c1ccc(C(CC(=O)c2ccc(Br)cc2)S(=O)(=O)c2ccccc2)cc1 (stereo unspecified)	1.7
44	O=C1c2cccc3cccc(c23)C(=O)N1CC1CCN(S(=O)(=O)c2ccc(F)cc2)CC1	3.0
45	O=C1NC(=S)N/C1=C/c1ccc(-c2cc([N+](=O)[O-])ccc2Cl)o1	4.8
46	CCCC(=O)NNc1nc2c(c(=O)n1-c1ccccc1)C1(CCCCC1)Cc1ccccc1-2	4.6
47	COc1ccc(C(=O)Nc2cccc(S(N)(=O)=O)c2)cc1	0.5
48	O=C(Nc1ccc(Cl)cc1Cl)C1CC(=O)N(c2ccc(Br)cc2)C1 (stereo unspecified)	7.9
49	Fc1c(F)c(F)c(SCCc2ccncc2)c(F)c1F	6.4
50	COC(=O)c1c(N)sc2c1CCc1ccccc1-2	1.5
51	Cc1c(Cl)c([N+](=O)[O-])nn1CC(=O)Nc1cc(C(F)(F)F)ccc1Cl	7.5
52	COc1ccc(N2C(=O)NC(=O)/C(=C/c3ccc(-c4ccc([N+](=O)[O-])cc4Cl)o3)C2=O)cc1	12.4
53	O=C(CCC1CCCC1)Nc1ccc(Br)cn1	-1.4
54	Cc1ccc(NC(=S)Nc2ccc(F)cc2)c(C)c1	0.6
55	C/C(=N\NC(=O)c1ccc(Br)cc1)c1cccnc1	-1.0
56	Cc1cc(C)cc(NC(=O)c2c(C)nc3ccccn23)c1	-0.4
57	CCOC(=O)c1c(NC(=O)c2ccc(Cl)cc2)sc2ccccc12	8.8
58	Cc1ccc(NC(=O)C(=O)NCC(O)c2ccccc2)cc1 (stereo unspecified)	1.2
59	Cc1cc(=O)n2[nH]c(-c3ccccc3)cc2n1	-5.7&-1.5
60	O=C(O)c1ccc(S(=O)(=O)c2ccc3c(c2)C(=O)N(c2ccccc2[N+](=O)[O-])C3=O)cc1	8.9

Other records:
#	mol	ER stress surv
61	CCSC1(SCC)N=C(N)C2(C#N)C(c3ccccc3)NC(C)=CC12C#N (stereo unspecified)	2.3
62	O=C(O)/C=C/c1ccc(-c2ccccc2Br)o1	-0.3
63	CC(C)OC(=O)c1ccc(NC(=O)c2cccc(Br)c2)cc1	9.9
64	COc1ccc(C2=NN(c3ccc(C=O)cc3)C(c3ccc(F)cc3)C2)cc1 (stereo unspecified)	-2.9
65	O=C1NC(=S)S/C1=C/c1ccc(Oc2ccc(C(F)(F)F)cc2[N+](=O)[O-])c(Cl)c1	0.3
66	CC(=O)Oc1ccc(C2C(C(=O)OCCOc3ccccc3)=C(C)NC3=C2C(=O)CCC3)cc1 (stereo unspecified)	5.6
67	CC(C)c1ccc(N2C(=O)NC(=O)/C(=C/c3cn(C)c4ccccc34)C2=O)cc1	3.6
68	NC(=O)SCC(=O)Nc1ccc(Cl)c(Cl)c1	6.8
69	CC(C)Cn1c(CN2C(=O)c3ccccc3C2=O)nc2ccccc2c1=O	3.4
70	O=C(Nc1ccc2nn(-c3ccc(F)cc3)nc2c1)c1cc(I)ccc1Cl	-5.6
71	CCCCOc1ccc(C(=O)NCCc2ccc(Cl)cc2)cc1	20.3
72	Cc1ccccc1C(=O)NN=C1CCCC1	1.2
73	CCOC(=O)C(CCCOc1ccc(C(C)(C)C)cc1)C(=O)OCC	-1.5
74	FC(F)(F)COc1nc(N2CCOCC2)nc(N2CCN(Cc3ccccc3)CC2)n1	6.1
75	Cc1nc(-c2ccccc2)sc1C(=O)Nc1ccc(Br)cc1	3.3
76	COc1ccc(CSc2nc3ccccc3s2)cc1	-10.6
77	CN1CCN(c2ccc(C(=O)c3cccc(F)c3)cc2)CC1	-8.8
78	O=S(=O)(c1ccccc1)N1CCN(Cc2ccncc2)CC1	3.8
79	COc1ccc(C(=O)N2CCN(Cc3cccc(F)c3)CC2)cc1	5.2
80	O=C(CN(c1ccc(Br)cc1)S(=O)(=O)c1ccccc1)NCCOc1ccccc1	6.7
81	CC(=O)NC(c1ccccc1Cl)c1c(OC(C)=O)ccc2ccccc12 (stereo unspecified)	9.8
82	COc1ccc(-n2c(SCc3ccccc3)nc3sc4c(c3c2=O)CCC4)cc1	6.9
83	Cc1ccc(C(=O)Nc2ccc(Cc3ccncc3)cc2)cc1[N+](=O)[O-]	10.1
84	O=C(O)CCCN1C(=O)C(=O)/C(=C(/O)c2ccccc2)C1c1ccccc1[N+](=O)[O-] (stereo unspecified)	-1.7
85	CC1(C)CC(=NN=C2CC(C)(C)NC(C)(C)C2)CC(C)(C)N1	9.9
86	O=C(NN1C(=O)c2ccccc2C1=O)c1ccccc1Br	0.2
87	C=CCN1C(=O)/C(=C\c2cc3c(cc2Br)OCO3)C(=O)NC1=S	-1.7
88	Cn1cccc1CN1CCN(Cc2ccncc2)CC1	-4.3
89	Cc1cc(Br)ccc1NC(=O)c1cccc(N(C)C)c1	-0.7
90	CC1=CC(=NS(=O)(=O)c2ccc(C)cc2)C=C(C)C1=O	-6.0
91	Cc1ccc(/C(O)=C2\C(=O)C(=O)N(CCCC(=O)O)C2c2ccc(Br)cc2)cc1 (stereo unspecified)	-4.6
92	O=C(Cc1ccc(-c2ccccc2)cc1)Nc1cc(Cl)ccc1Cl	24.2
93	CCOC(=O)c1cnn2c(C)cc(-c3ccccc3)nc12	5.3
94	O=S(=O)(c1ccc(C=Nc2ccc(Br)cc2)cc1)c1ccc(C=Nc2ccc(Br)cc2)cc1	16.9
95	CCOc1ccccc1NC(=O)COc1ccc(C(C)(C)C)cc1	4.2
96	COc1cccc(NC(=O)/C=C(\C(=O)O)c2ccc(Cl)cc2)c1	12.6
97	O=C(c1ccc(S(=O)(=O)N2CCOCC2)cc1)N1CCN(CCN2C(=O)c3cccc4cccc(c34)C2=O)CC1	8.4
98	N#C/C(=C\c1ccc(-c2ccc(Cl)cc2)o1)C(=O)Nc1ccccc1O	6.0
99	O=C(Cc1ccccc1)Nc1ccc(Br)cc1C(=O)O	3.4
100	Cc1ccc(NC2=CC(c3ccc([N+](=O)[O-])cc3)N(c3ccc(C)cc3)C2=O)cc1 (stereo unspecified)	-3.4
101	CCOC(=O)c1cccc(NC(=O)c2ccc(OC)c(OC)c2)c1	11.4
102	CCCN(CCC)C(=O)c1ccc(Cl)cc1	2.4
103	Cc1[nH]c2ccccc2c1/C=C/c1nc2ccccc2c(=O)n1-c1cccc([N+](=O)[O-])c1	46.8
104	Cc1occc1C(=O)Nc1nccs1	-0.4
105	CCN(CC)CCC/C(=N\O)C(O)(c1ccccc1)c1ccccc1	-0.5
106	C=CCc1ccccc1OCCOc1ccc(/C=c2\sc3nc4ccccc4n3c2=O)cc1OCC	3.3
107	CC(=O)Oc1cccc(N2C(=O)CCC2=O)c1	3.2
108	O=C(/C=C\Nc1ccccn1)c1ccccc1	-2.3
109	Nc1nc(-c2ccccc2)c(-c2ccccc2)n1N	-2.3
110	Nc1sc2c(c1C(=O)Nc1ccccc1)CCCC2	-0.2
111	O=C(O)c1cnn2c1NC(c1ccc(F)cc1)CC2C(F)(F)F (stereo unspecified)	-12.6
112	CCCC1=NN(C(=O)c2cccc(Cl)c2)C(O)(C(F)(F)F)C1 (stereo unspecified)	10.7
113	O=C(NCCN1CCOCC1)c1cc(-c2cccs2)nc2ccccc12	0.3
114	O=C(CN1C(=O)/C(=C\c2ccccc2Cl)SC1=S)Nc1cc([N+](=O)[O-])ccc1O	-0.1
115	Cc1ccc2nc(-c3ccccc3C)oc(=O)c2c1	0.8
116	COc1cc(C2Nc3ccc4ccccc4c3C3=C2C(=O)CC(C)(C)C3)ccc1OCC#N (stereo unspecified)	6.3
117	COc1cc(N=Cc2c(O)n(-c3ccccc3F)c(=O)[nH]c2=O)cc(OC)c1	10.0
118	COc1ccc(/C=C/C(=O)O)cc1S(=O)(=O)Nc1cccc(C(=O)O)c1	17.5
119	CCOC(=O)c1sc(NC(=O)c2ccc(C)o2)nc1C	-1.2
120	O=C(CCNc1cccc(C(F)(F)F)c1)c1cccs1	12.4

Next compounds.
#	mol	ER stress surv
121	CCCC(=O)c1ccc(N2CCN(C(=O)CCC)CC2)c(F)c1	-7.0
122	Cc1cccc(OCC(=O)NC2CCCCCC2)c1	1.8
123	COc1ccc(C(=O)Nc2cc3nn(-c4ccc(OC)cc4)nc3cc2C)cc1	-1.0
124	Oc1ccccc1/C=N/Nc1cc(N2CCOCC2)nc(N2CCOCC2)n1	5.7
125	O=C(O)CSc1ccc(C(F)(F)F)cc1	3.4
126	COc1ccc(CCNC(=O)C(=O)NCc2cccnc2)cc1	7.0
127	Nc1nonc1C(=O)NCCNC(=O)CCc1ccccc1	0.1
128	O=C1Oc2ccccc2C(=O)/C1=C/c1ccccc1O	13.6
129	Cc1c(NC(=O)Nc2cccc(Cl)c2)c(=O)n(-c2ccccc2)n1C	2.9
130	O=C1C2ON(c3ccccc3)C(c3cccc([N+](=O)[O-])c3)C2C(=O)N1Cc1ccccc1 (stereo unspecified)	7.6
131	Cn1ccc(C(=O)OCC(=O)c2ccccc2)n1	-1.9
132	Cc1ccccc1-n1c(O)c(C=Nc2ccccc2F)c(=O)[nH]c1=O	-0.8
133	COc1cccc(N2C(=O)CC(N3CCC(C)CC3)C2=O)c1 (stereo unspecified)	-9.2
134	CCOC(=O)CSc1nc2sc3c(c2c(=O)[nH]1)CCCC3	11.1
135	CCOC(=O)C1=C(C)N=c2s/c(=C\c3cc(Cl)c(O)c(OC)c3)c(=O)n2C1c1ccccc1 (stereo unspecified)	-5.5
136	Cc1cccc(C(=O)N2CCN(c3ccccc3)CC2)c1	20.5
137	Cc1c(-c2ccc(Cl)s2)nc2ccccc2c1C(=O)O	1.3
138	O=c1[nH]cnc2c1nnn2Cc1ccccc1	18.4

Records 135–138, reprinted for reference:
#	mol	ER stress surv
135	CCOC(=O)C1=C(C)N=c2s/c(=C\c3cc(Cl)c(O)c(OC)c3)c(=O)n2C1c1ccccc1 (stereo unspecified)	-5.5
136	Cc1cccc(C(=O)N2CCN(c3ccccc3)CC2)c1	20.5
137	Cc1c(-c2ccc(Cl)s2)nc2ccccc2c1C(=O)O	1.3
138	O=c1[nH]cnc2c1nnn2Cc1ccccc1	18.4
